Screening data as filed in PubChem BioAssay.
HDAC3 inh = blocks human histone deacetylase 3; O15379; recombinant HDAC3, fluorogenic peptide/trypsin coupled, fluorescence; inhibition, % at 8.3 µM; 320,000 tested, 0.15% active; AID 2718; in the data active = inhibition above about 26%, passing the limit was not always enough
Target sequence (O15379 whole entry, looked up): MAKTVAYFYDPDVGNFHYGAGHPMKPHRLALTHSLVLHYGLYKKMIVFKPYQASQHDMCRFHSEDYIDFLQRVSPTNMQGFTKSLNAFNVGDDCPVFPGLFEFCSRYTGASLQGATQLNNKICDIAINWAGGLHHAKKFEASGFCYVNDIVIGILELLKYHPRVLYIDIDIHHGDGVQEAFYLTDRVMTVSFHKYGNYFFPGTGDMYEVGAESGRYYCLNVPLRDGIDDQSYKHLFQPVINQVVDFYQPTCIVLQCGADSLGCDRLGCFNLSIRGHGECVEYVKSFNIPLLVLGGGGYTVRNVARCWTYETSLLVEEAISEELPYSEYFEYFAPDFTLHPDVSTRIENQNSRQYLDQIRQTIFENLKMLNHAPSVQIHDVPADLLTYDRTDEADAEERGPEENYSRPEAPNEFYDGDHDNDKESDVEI
PolyA inh = blocks polyadenylation in yeast reporter cells; S. cerevisiae SKY197-pL101 polyadenylation reporter, beta-gal luminescence; efflux-impaired pdr1/pdr3 knockout yeast; score 100 = 6 SD above DMSO; calls only at 12 µM; 300,000 tested, 0.02% active; AID 1875;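 active = lowest replicate activity score at least 50, where 100 means six control SD above control mean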;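 also: yeast exposed to compound for 9 h at 30 °C; higher score means more reporter readthrough which indicates perturbed polyadenylation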
GSK3A inh = inhibitors of human GSK-3 alpha kinase; ADP-Glo luminescence, 60 min; P49840; inhibition, % at 10 µM; 320,000 tested, 0.1% active;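 in the data active = inhibition above about 50%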;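 also: GST-tagged GSK-3 alpha with peptide substrate and 25 µM ATP; 0% = DMSO neutral wells and 100% = GW8510 positive control wells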
Target sequence (P49840 whole entry, looked up): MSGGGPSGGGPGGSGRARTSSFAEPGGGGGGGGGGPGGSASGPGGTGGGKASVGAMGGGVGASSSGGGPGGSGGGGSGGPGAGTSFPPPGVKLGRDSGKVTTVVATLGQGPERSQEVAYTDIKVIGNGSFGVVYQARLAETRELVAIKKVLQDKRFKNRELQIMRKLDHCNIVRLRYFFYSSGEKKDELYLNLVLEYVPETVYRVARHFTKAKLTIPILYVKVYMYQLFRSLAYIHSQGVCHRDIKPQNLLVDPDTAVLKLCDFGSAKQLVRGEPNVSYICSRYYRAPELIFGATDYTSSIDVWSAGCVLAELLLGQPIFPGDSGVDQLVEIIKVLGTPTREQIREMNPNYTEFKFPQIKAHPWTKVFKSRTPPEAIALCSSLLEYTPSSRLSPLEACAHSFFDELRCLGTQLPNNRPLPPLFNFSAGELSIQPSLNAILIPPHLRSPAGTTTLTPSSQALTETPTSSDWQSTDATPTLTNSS
RGS4 act = RGS4 potentiation or activation. HEK293 M3R/inducible RGS4, carbachol calcium flux Fluo4; hits give low values. B-score at 10 µM. 310,000 tested, 0.92% active. AID 463111;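 active = B-score of the integrated calcium signal more than 4 SD below the library mean, with starting fluorescence not abnormally high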;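 also: negative B-score means reduced calcium response which marks RGS4 activation or potentiation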
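Assay system: HEK293 FlpIn-TREx cells, stable M3R, doxycycline-inducible RGS4 / Probe or stimulus: carbachol, ECmax concentration / Times: overnight RGS4 induction, 30 min dye load 37 °C, 20 min compound RT / Signal: kinetic calcium fluorescence imaging with Fluo4-AM dye, 2 µM / Measure: Agonist-evoked peak-minus-minimum fluorescence over baseline, integrated ratio, B score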
GSK3B inh = inhibitors of human GSK3beta kinase | activity score (negative = inhibition), % at 10 µM | 300,000 tested, 0.038% active | P49841 | GST-GSK3beta kinase, ADP-Glo luminescence, 60 min; hits give low values;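 active = more than half of replicate wells score below -50%, meaning over 50% inhibition versus plate controls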;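 also: 0% = median DMSO wells and -100% = median GW8510 positive control wells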
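Test system: GST-tagged human GSK3beta kinase, cell-free; evaluation: activity score scaled between in-plate DMSO and GW8510 controls; measured by: ADP-Glo luminescence; incubation: 60 min reaction, RT; benchmarks: DMSO and 20 µM GW8510; reagent: peptide substrate plus 25 µM ATP (final); medium: Tris/MgCl2 kinase buffer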
KCNK9 block = inhibitors of human KCNK9 two-pore domain potassium channel; Q9NPC2; HEK293 KCNK9, FluxOR thallium flux fluorescence; hits give low values; B-score at 10 µM; 310,000 tested, 1.2% active; AID 488922;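 active = ratio B-score over 3 SD below the library mean, with starting fluorescence within 5 SD of its mean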;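 also: negative B-score means less thallium flux so channel inhibition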
KCNQ1 pot = human KCNQ1 channel potentiation or activation; 310,000 tested, 0.35% active; AID 2648; B-score at 10 µM; CHO-K1 KCNQ1, thallium flux FluxOR fluorescence; hits give high values;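 active = fluorescence ratio B-score, a plate-corrected score, at least three library SD, with initial intensity B-score within 5 SD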
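Assay system: CHO-K1 cells stably expressing KCNQ1. Medium: assay buffer for compound exposure, DMSO matched across wells. Timing: 37 °C overnight plating, 90-min dark dye load, 20-min compound pretreatment. Signal: kinetic FluxOR fluorescence, 10 s baseline plus 110 s post-stimulus.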
KCNK3 block = human KCNK3 channel inhibition, primary screen | O14649 | CHO-KCNK3 thallium flux, FluxOR fluorescence; hits give low values | B-score at 10 µM | 340,000 tested, 0.84% active;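 active = B-score under library mean minus 4 SD, starting fluorescence ratio at most library mean plus 5 SD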;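 also: more negative B-score means stronger inhibition of thallium flux through KCNK3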
KCNQ1 block = inhibitors of human KCNQ1 potassium channel | AID 2642 | 310,000 tested, 1.3% active | B-score at 10 µM | CHO-K1 KCNQ1, FluxOR thallium flux fluorescence; hits give high values;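 active = compounds whose thallium flux B-score, printed positive for inhibition, exceeds three library SD while starting fluorescence stays within three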;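 also: channel opened by potassium depolarization with thallium stimulus after 20 min compound exposure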
hERG protect = hERG (human) protection from proarrhythmic block; CHO-hERG, FluxOR thallium flux, dofetilide IC70 present; activation (rescue from dofetilide block), less the hit threshold, % at 10 µM; 310,000 tested, 0.51% active; Q12809; AID 1511;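 active = activation above the mean of controls blocked by dofetilide plus 5 SD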;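 also: thallium influx through hERG after potassium depolarization seen as dye fluorescence rise; in these data hits start at about 4.7%; inactives centre near -7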
Dyrk1A ADPGlo = blocks rat Dyrk1A kinase activity; AID 504441; ADP-Glo luminescence, NFATc1 peptide; Q63470; inhibition, % at 12.5 µM; 310,000 tested, 0.43% active; in the data active = inhibition above about 50%;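 also: plate controls were vehicle with enzyme for no effect and no enzyme for full effect; many of its hits are not listed in these tables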
Numbers without * were called inactive; i = inactive; x = not tested or not shown. Not all compounds are listed; the hit share may differ from the screen's.

1	Cc1cccc(NC(=O)c2ccccc2NC(=O)c2ccccc2)n1
2	COc1cccc(/C=N/Nc2ncnc3scc(-c4ccccc4)c23)c1O
3	CC1=NN(c2ccccc2)C(=O)C1C=Nc1ccccc1O (configuration not stated)
4	COc1ccc(CNc2nc3nc(C)c(Cl)c(=O)n3[nH]2)cc1OC
5	COc1ccccc1Nc1nc(-c2cccc([N+](=O)[O-])c2)nc2ccccc12
6	O=C(NCCc1ccc2c(c1)OCCO2)c1cccc(F)c1
7	O=C(COC(=O)c1c2c(nc3ccccc13)CCCC2)c1ccc(Br)s1
8	CCN(c1ccccc1)S(=O)(=O)c1cc2c(cc1C)NC(=O)CO2
9	O=C(CCOc1ccccc1)Nc1ccnn1C1CCN(Cc2ccccc2)CC1
10	CCOC(=O)c1cc2c(C)n(-c3ccc(OCC)cc3)c(C)c2cc(C(=O)OCC)c1=O

screen / no. | 1 | 2 | 3 | 4 | 5 | 6 | 7 | 8 | 9 | 10
HDAC3 inh | 4 | -3 | 9 | 2 | 0 | -8 | 3 | -10 | -2 | -2
PolyA inh | i | i | i | i | i | i | i | i | i | i
GSK3A inh | -2 | 3 | 6 | -2 | -1 | -2 | -1 | 3 | -3 | -3
RGS4 act | i | -10* | i | i | i | i | i | i | i | i
GSK3B inh | -4 | 0 | 1 | 1 | 3 | 3 | 2 | 0 | -2 | -9
KCNK9 block | i | i | i | i | i | i | -9.3* | i | i | i
KCNQ1 pot | i | i | i | i | i | i | i | i | i | i
KCNK3 block | i | i | i | i | i | i | i | i | i | i
KCNQ1 block | i | i | i | i | i | i | i | i | i | i
hERG protect | -4 | -6 | -10 | -12 | -4 | -8 | -8 | -8 | -13 | -12
Dyrk1A ADPGlo | -2 | 9 | -4 | 1 | -1 | -6 | -3 | -2 | -1 | -7

5 compounds drawn at random from those above:
4	COc1ccc(CNc2nc3nc(C)c(Cl)c(=O)n3[nH]2)cc1OC
2	COc1cccc(/C=N/Nc2ncnc3scc(-c4ccccc4)c23)c1O
1	Cc1cccc(NC(=O)c2ccccc2NC(=O)c2ccccc2)n1
5	COc1ccccc1Nc1nc(-c2cccc([N+](=O)[O-])c2)nc2ccccc12
6	O=C(NCCc1ccc2c(c1)OCCO2)c1cccc(F)c1

screen / no. | 4 | 2 | 1 | 5 | 6
HDAC3 inh | 2 | -3 | 4 | 0 | -8
PolyA inh | i | i | i | i | i
GSK3A inh | -2 | 3 | -2 | -1 | -2
RGS4 act | i | -10* | i | i | i
GSK3B inh | 1 | 0 | -4 | 3 | 3
KCNK9 block | i | i | i | i | i
KCNQ1 pot | i | i | i | i | i
KCNK3 block | i | i | i | i | i
KCNQ1 block | i | i | i | i | i
hERG protect | -12 | -6 | -4 | -4 | -8
Dyrk1A ADPGlo | 1 | 9 | -2 | -1 | -6

Continuation:
11	COCCCN1C(=O)C(=O)/C(=C(/O)c2ccccc2)C1c1ccc2c(c1)OCO2 (configuration not stated)
12	COc1ccccc1C(c1nnnn1Cc1ccccc1)N1CCC(C(N)=O)CC1 (configuration not stated)
13	Cc1ccc(Nc2ccccc2N)cc1
14	CN1/C(=c2/s/c(=C3/C(=O)N(c4ccccc4)NC3=Nc3ccccc3)n(C)c2=O)C(C)(C)c2ccccc21
15	C=CCSC1=C(C#N)C(c2ccc(C(C)C)cc2)CC(=O)N1 (configuration not stated)
16	Cc1cc(-c2ccc(/C=N/n3cnnc3)o2)c([N+](=O)[O-])cc1C
17	Cc1noc(NS(=O)(=O)c2ccc(NC(=O)C34CCC(CC3)C4)cc2)c1C
18	CCOC(=O)C1CCCN(C(=O)c2cc(Cl)ccc2NC(=O)C2=C(C)OCCS2)C1 (configuration not stated)
19	COc1ccc(N2CCN(CC(=O)Nc3ccc(SC(F)F)cc3)CC2)cc1
20	Cc1ccccc1-n1ncc2c1CC(C)(C)CC2NC(=O)CCN1Cc2ccccc2C1=O (configuration not stated)

screen / no. | 11 | 12 | 13 | 14 | 15 | 16 | 17 | 18 | 19 | 20
HDAC3 inh | -1 | 4 | 1 | 6 | -1 | 2 | -1 | -1 | -7 | 0
PolyA inh | i | i | i | i | i | i | i | i | i | i
GSK3A inh | -5 | -2 | -1 | 1 | -3 | 2 | -3 | -2 | -4 | 1
RGS4 act | i | i | i | i | i | i | i | i | i | i
GSK3B inh | -4 | 3 | -1 | -5 | -1 | 3 | -1 | 0 | -1 | 0
KCNK9 block | i | i | i | i | i | i | i | i | i | i
KCNQ1 pot | i | i | i | i | i | i | i | i | i | i
KCNK3 block | i | i | i | i | i | i | i | i | i | i
KCNQ1 block | i | i | i | i | i | i | i | i | i | i
hERG protect | -1 | -12 | -10 | -21 | -6 | -16 | 3 | -6 | -9 | -17
Dyrk1A ADPGlo | 1 | -16 | -5 | -1 | 5 | -4 | 1 | -1 | -17 | -4

21	CCCCOc1ccc(-c2nnc(N)s2)cc1
22	CCCCNC(=O)N(O)C1N(CCCC)C(=O)N(CC(=O)OC)C1(C)C (configuration not stated)
23	CCOc1cccc(/C(O)=C2/C(=O)C(=O)N(CCOC)C2c2ccc(C)o2)c1 (configuration not stated)
24	Cc1nnc(SCC(=O)N2CCCCC2)s1
25	CN(C)/C=C/C(=O)c1ccc(Cl)s1
26	CC(C)OCCCNC(=O)C(NC(=O)c1ccc(Cl)cc1)C(C)C (configuration not stated)
27	Cc1cccc(Nc2nc(-c3ccccc3)c(C(=O)Nc3cccnc3)s2)c1
28	O=C(Nn1c(-c2ccncc2)nc2ccccc2c1=O)c1ccc(Br)cc1
29	COc1ccc(NC(=S)NNc2ccc(S(=O)(=O)Nc3ccccc3C(=O)O)cc2[N+](=O)[O-])cc1
30	CC(C)Cc1nnc(NS(=O)(=O)c2ccc(Cl)cc2)s1

screen / no. | 21 | 22 | 23 | 24 | 25 | 26 | 27 | 28 | 29 | 30
HDAC3 inh | 2 | 1 | 4 | -4 | 3 | -2 | 3 | 1 | 11 | 8
PolyA inh | i | i | i | i | i | i | i | i | x | i
GSK3A inh | -1 | -4 | -6 | -1 | -3 | 0 | -2 | 1 | 3 | -10
RGS4 act | i | i | i | i | i | i | i | i | i | i
GSK3B inh | 1 | 4 | 7 | 5 | 0 | 0 | -2 | -1 | 5 | 6
KCNK9 block | i | i | i | i | i | i | i | i | i | i
KCNQ1 pot | i | i | i | i | i | i | i | i | i | i
KCNK3 block | i | i | i | i | i | i | i | i | i | i
KCNQ1 block | i | i | i | i | i | i | i | i | i | i
hERG protect | -5 | -3 | -8 | -8 | -6 | -3 | -5 | -6 | -18 | -5
Dyrk1A ADPGlo | -5 | 3 | -2 | 1 | 4 | -3 | 4 | -2 | 8 | -4

31	COc1ccc(Nc2ncccc2C(=O)NCc2ccccc2)cc1
32	CCC(=O)N1CCc2cc(Br)cc(S(=O)(=O)N3CCC(C(=O)NCCCOC(C)C)CC3)c21
33	COc1cccc2c1NC(C(=O)O)C1CC=CC21 (configuration not stated)
34	Cc1cccc2cc(CN(Cc3cccnc3)C(=S)NCCCN(C)C)c(=O)[nH]c12
35	CCN(CC(=O)Nc1c(F)cccc1F)C(=O)CCOc1ccc(C)cc1
36	O=S1(=O)CC(O)C(N2CCCCC2)C1 (configuration not stated)
37	NNC(=O)C1=NOC2COC3(CCN(c4ncccn4)CC3)OCC12 (configuration not stated)
38	CCOC(=O)c1ccccc1NC(=O)/C=C/C(=O)O
39	CCCNc1nc(N)nc(-c2cc(Cl)ccc2OC)n1
40	Cc1ccc(-n2ncc3c(=O)n(CC(=O)NC4CCCCC4)cnc32)cc1C

screen / no. | 31 | 32 | 33 | 34 | 35 | 36 | 37 | 38 | 39 | 40
HDAC3 inh | 3 | -2 | 3 | -4 | 7 | -6 | -5 | 1 | -4 | 3
PolyA inh | i | i | i | i | i | i | i | i | i | i
GSK3A inh | 2 | 0 | 1 | 5 | 0 | -2 | 0 | -1 | 0 | -6
RGS4 act | i | i | i | i | i | i | i | i | i | i
GSK3B inh | 3 | x | -3 | 0 | 3 | 3 | 1 | 0 | -2 | -5
KCNK9 block | i | i | i | i | i | i | i | i | i | i
KCNQ1 pot | i | i | i | i | i | i | i | i | i | i
KCNK3 block | i | i | i | i | i | i | i | i | i | i
KCNQ1 block | i | i | i | i | i | i | i | i | i | i
hERG protect | -20 | -8 | -5 | -9 | -14 | -4 | -11 | -5 | -8 | -3
Dyrk1A ADPGlo | -2 | 7 | 4 | -1 | -2 | 7 | 3 | -3 | 0 | 5

41	CC(=O)c1c(O)cc2n(c1=O)-c1ccc(Cl)cc1C2(C)C
42	c1ccc(Cn2nnc(-c3ccccc3)n2)cc1
43	O=C(CCC(=O)N1CCN(c2ccc(O)cc2)CC1)c1ccc(Br)cc1
44	C=CCN1C(=O)/C(=C\c2ccc(C)cc2)N=C1SCC(=O)NCCC
45	Cc1cc2cc(C(c3nnnn3Cc3ccccc3)N3CCc4ccccc43)c(=O)[nH]c2cc1C (configuration not stated)
46	CCOc1ccc(CCNc2ccc3nnc(-c4ccccc4)n3n2)cc1OCC
47	COCCCN1CN=C(Nc2nc3ccccc3o2)NC1
48	CCOc1ccccc1NC(=O)c1ccc(C(=O)Nc2ccccc2OCC)nc1
49	COc1ccc2c(c1OC)C(=O)N1c3ccccc3COC21 (configuration not stated)
50	CC(Cl)C(=O)NN=C(c1ccccc1)c1ccccc1 (configuration not stated)
51	CCCC12CN3CC(C)(CN(C1)C3c1cccs1)C2=O (configuration not stated)
52	O=C(Cc1ccccc1)Nc1ccc(N2CCOCC2)cc1

screen / no. | 41 | 42 | 43 | 44 | 45 | 46 | 47 | 48 | 49 | 50 | 51 | 52
HDAC3 inh | -2 | -4 | 5 | -7 | 4 | 4 | 3 | 3 | -5 | x | -4 | 4
PolyA inh | i | i | i | i | i | i | i | i | i | x | i | i
GSK3A inh | -2 | 3 | -3 | -4 | 1 | 1 | -1 | -1 | 0 | -1 | 0 | -1
RGS4 act | i | i | i | i | i | i | i | i | i | i | i | i
GSK3B inh | -1 | 0 | -3 | 1 | -1 | 2 | 2 | 0 | 0 | 4 | 2 | -28
KCNK9 block | i | i | i | i | i | i | i | i | i | i | i | i
KCNQ1 pot | i | i | i | i | i | i | i | i | i | i | i | i
KCNK3 block | i | i | x | i | i | i | i | i | i | -8.9* | i | i
KCNQ1 block | i | i | i | i | i | i | i | i | i | i | i | i
hERG protect | -10 | -5 | -17 | -5 | -11 | -14 | -6 | -4 | -14 | -13 | 0 | -6
Dyrk1A ADPGlo | -6 | 6 | x | 5 | -3 | 3 | -6 | -2 | 0 | 2 | x | 1
